From PubChem
FAK blocker: FAK kinase inhibitors, primary screen, biochemical. actives 0.84% (n = 97,000). inhibition, %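 (tested at 7 µM)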. Focal adhesion kinase 1 (Homo sapiens), Q05397. biochemical FAK kinase activity assay; in the data active = inhibition above about 19%;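 note: 0% = DMSO and 100% = reference compound high control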
S1P2 agonist: S1P2 receptor agonists, primary screen, cell-based; AID 729, 2007; actives 0.46% (n = 97,000); Sphingosine 1-phosphate receptor 2 (Homo sapiens), O95136; activation, % at 4.5 µM; S1P2-expressing cell line, agonist reporter read-out; in the data active = activation above about 16%;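 note: 0% = vehicle low control and 100% = maximal reference agonist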
PostGolgi ctrl: growth inhibition of yeast control strain, primary screen, counter-screen for post-Golgi transport modulator project; efflux-deficient yeast background strain, growth absorbance A615, 16 h; inhibition, % at 10 µM; actives 5% (n = 98,000); AID 738, 2007
EphB4 ephrin blk: EphB4-ephrin-B2 interaction antagonists, primary screen, biochemical, TNYL-RAW peptide probe, fluorescence polarization; actives 0.15% (n = 97,000); EphB4 LBD / TNYL-RAW-Alexa532 peptide; inhibition, % at 7 µM; Ephrin type-B receptor 4 (Homo sapiens), P54760;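 active = inhibition above the screen-wide mean inhibition plus 3 SD, cut at about 15% in these data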;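 note: 0% = DMSO wells and 100% = excess unlabeled TNYL-RAW peptide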
Target sequence (P54760 whole entry, looked up, the tested form may be a part): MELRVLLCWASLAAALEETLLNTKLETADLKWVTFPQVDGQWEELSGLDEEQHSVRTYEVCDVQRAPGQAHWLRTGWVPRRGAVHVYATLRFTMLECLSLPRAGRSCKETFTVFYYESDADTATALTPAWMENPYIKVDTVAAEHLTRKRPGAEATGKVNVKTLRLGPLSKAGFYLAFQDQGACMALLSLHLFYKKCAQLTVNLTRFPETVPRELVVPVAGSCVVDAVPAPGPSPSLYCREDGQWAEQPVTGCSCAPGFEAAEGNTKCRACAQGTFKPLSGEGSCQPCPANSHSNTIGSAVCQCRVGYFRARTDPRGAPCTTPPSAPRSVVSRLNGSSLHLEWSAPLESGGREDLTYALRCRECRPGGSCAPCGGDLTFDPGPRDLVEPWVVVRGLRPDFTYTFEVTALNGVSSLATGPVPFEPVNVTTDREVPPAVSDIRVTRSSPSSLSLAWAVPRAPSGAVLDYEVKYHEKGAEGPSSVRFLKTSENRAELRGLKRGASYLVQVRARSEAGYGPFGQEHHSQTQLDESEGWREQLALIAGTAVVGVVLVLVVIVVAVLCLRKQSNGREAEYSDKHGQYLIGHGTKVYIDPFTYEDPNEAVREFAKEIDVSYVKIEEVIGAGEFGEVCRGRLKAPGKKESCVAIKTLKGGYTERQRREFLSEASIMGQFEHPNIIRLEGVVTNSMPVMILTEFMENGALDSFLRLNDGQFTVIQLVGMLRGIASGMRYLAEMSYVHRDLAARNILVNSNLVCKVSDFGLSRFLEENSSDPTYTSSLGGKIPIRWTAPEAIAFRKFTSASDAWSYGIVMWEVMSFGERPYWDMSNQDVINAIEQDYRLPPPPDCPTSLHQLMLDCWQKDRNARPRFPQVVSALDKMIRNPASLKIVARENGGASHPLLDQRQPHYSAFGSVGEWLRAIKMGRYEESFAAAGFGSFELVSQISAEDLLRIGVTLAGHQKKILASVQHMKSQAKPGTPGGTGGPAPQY
PTPN22 act: LYP phosphatase activators, primary screen, biochemical, DiFMUP fluorescence, 2 µM. actives 0.11% (n = 96,000). activation, % at 2 µM. Tyrosine-protein phosphatase non-receptor type 22 (Homo sapiens), Q9Y2R2. recombinant LYP; 0 = plate median, 100 = signal doubled;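 active = activation at 2 µM above a set limit, the mean plus 5 SD, cut at about 37% in these data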
HIV Rev-RRE inh: HIV-1 Rev-RRE binding inhibitors, primary screen, biochemical, FRET, protein-RNA interaction; P05866; Rev peptide-RRE RNA binding; inhibition, % at 8 µM; actives 0.79% (n = 97,000);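 active = inhibition above the screen-wide mean plus 3 SD, cut at about 35% in these data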;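 note: 0% = median DMSO wells and 100% = median Neomycin B control wells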
Target sequence (P05866 whole entry, looked up): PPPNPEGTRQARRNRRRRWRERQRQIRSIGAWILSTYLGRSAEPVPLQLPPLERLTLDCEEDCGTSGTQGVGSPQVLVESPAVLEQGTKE
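Test system: Cy5-tagged RRE RNA duplex with fluorescein-tagged Rev peptide; Probe or stimulus: labelled Rev peptide; Schedule: 5 min preincubation and 15 min binding, 25 °C; Signal: FRET fluorescence readout; Evaluation: % inhibition from 671/540 nm acceptor-to-donor ratio, scaled between controls; Control set: DMSO and neomycin B.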
PostGolgi yeast: phenotypic screen on post-Golgi transport, primary screen. post-Golgi transport phenotypic cell assay. inhibition, % at 10 µM. actives 0.9% (n = 98,000). AID 739, 2007;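 note: yeast cells grown in 1536-well plates; yeast grown about 18 h at 30C before absorbance read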
S1P2 antag: human S1P2 receptor antagonists, primary screen, cell-based; inhibition, % at 5 µM; cell-based S1P2 antagonist assay, inhibition at 5 uM; Sphingosine 1-phosphate receptor 2 (Homo sapiens), O95136; AID 736, 2007; actives 0.21% (n = 97,000); in the data active = inhibition above about 45%;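 note: CRE beta-lactamase reporter cells expressing human S1P2 stimulated with S1P; 0% = agonist at EC80 alone and 100% = agonist plus reference antagonist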
LYP inh 2: PTPN22 phosphatase inhibitors, primary screen, biochemical, DiFMUP fluorescence, 2 µM | Tyrosine-protein phosphatase non-receptor type 22 (Homo sapiens), Q9Y2R2 | recombinant LYP catalytic domain | inhibition, % at 2 µM | actives 0.21% (n = 96,000) | AID 640, 2007;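 active = inhibition at 2 µM at or above a set limit, the screen mean plus 3 SD, cut at about 24% in these data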;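 note: 0% = DMSO with enzyme and 100% = enzyme fully blocked by orthovanadate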
* hit, by the source's call; . = no result given. Cut-off read from the data, not from the text of the source, unless noted: active = inhibition above about 30%; inactive = the rest.

smiles | FAK blocker | S1P2 agonist | PostGolgi ctrl | EphB4 ephrin blk | PTPN22 act | HIV Rev-RRE inh | PostGolgi yeast | S1P2 antag | LYP inh 2
CN(c1ccccc1)S(=O)(=O)c1cccc(NC(=O)Cn2cnc3ccccc3c2=O)c1 | -1 | -6 | 13 | 11 | 5 | 12 | -2 | 10 | -2
Cc1ccc(S(=O)(=O)N2CCN=C2c2ccccc2)cc1C | -1 | -3 | . | -3 | 26 | 2 | . | -10 | -26
CN1CCN(C(=O)c2cc3nc(-c4ccc(F)cc4)cc(C(F)(F)F)n3n2)CC1 | 3 | -2 | 2 | 2 | 10 | 0 | -3 | 8 | -11
Cc1ccc2cc(C(c3nnnn3C3CCCC3)N(Cc3ccco3)Cc3cccs3)c(=O)[nH]c2c1 (stereo not drawn) | 0 | -1 | 13 | -6 | -11 | 6 | -2 | 24 | 12
CCC(Sc1nncn1C)C(=O)Nc1nnc(-c2ccc(Cl)cc2)s1 (stereo not drawn) | 0 | -7 | 2 | 0 | -1 | 7 | -5 | 0 | -3
Cc1ccc(NC(=S)N2CCN(C(=O)C3CCCO3)CC2)c(C)c1 (stereo not drawn) | 0 | -3 | 7 | 1 | 32 | 2 | -3 | 4 | -30
CCOc1ccc(C(=O)Nc2cc(OC)ccc2OC)cc1 | 2 | -3 | -4 | 4 | 6 | 7 | -5 | 7 | -7
CCOc1ccc(C(=O)C2CCN(C(=O)c3ccccc3C(=O)O)CC2)cc1 | -6 | -2 | -1 | -1 | -2 | 6 | 2 | 10 | 4
CCN1CCN(C(=O)c2cn(CCOC)c(=O)c3c2c2ccccc2n3C)CC1 | -2 | -2 | 8 | -4 | -6 | -7 | -2 | -5 | 6
COc1ccccc1C(c1nnnn1C1CCCC1)N1CCN2CCCC2C1 (stereo not drawn) | -5 | -7 | -2 | 6 | 0 | 3 | -1 | 0 | -2
Cc1ccccc1NC(=O)Cn1nc(C(F)(F)F)cc1C1CC1 | -2 | -3 | 17 | 4 | -12 | 13 | -3 | -7 | 8
CCOCCCNC(=O)C1CCN(S(=O)(=O)N2CCCCC2)CC1 | -4 | -2 | 13 | -7 | -3 | 0 | -10 | -18 | 0
O=C(Cc1coc2ccc3ccccc3c12)Nc1nnc(C2CC2)s1 | -1 | -3 | 21 | 1 | 3 | 2 | 11 | -24 | 1
CCOC(=O)C1CCN(C(=O)C(=O)N2CCC(C(=O)OCC)CC2)CC1 | -2 | -2 | -2 | 7 | -2 | 6 | -3 | 10 | 3
CC1(C)CC2(CCO1)N1CC3(C)CN2CC(C)(C1)C3O (stereo not drawn) | -4 | -2 | 0 | -2 | 5 | 1 | 6 | 8 | -7
O=C(C1CCCN(S(=O)(=O)Cc2ccccc2)C1)N1CCc2ccccc21 (stereo not drawn) | 0 | -1 | 4 | -2 | 2 | 7 | 6 | -5 | -6
COC(=O)c1ccccc1OCCOc1ccccc1C(=O)OC | 1 | -8 | 7 | -2 | 10 | 3 | 2 | -9 | -10
CC(C)c1[nH]nc2c1C(c1cccnc1)C(C#N)=C(N)O2 (stereo not drawn) | 2 | -1 | 4 | 2 | 0 | 10 | 5 | 14 | -2
CCN(C(=O)c1ccc(NC(C)=O)cc1)c1ccccc1 | -1 | 0 | -2 | 2 | 10 | 6 | 12 | 3 | -8
COc1ccc(C(=O)COc2cccc(NC(=O)c3ccco3)c2)cc1 | -1 | -3 | . | -11 | -2 | 1 | . | -10 | 1
Cc1cc(NC(=O)CSc2nc(C3CC3)nc3sc(C)c(C)c23)no1 | -1 | 9 | 7 | 4 | -9 | 6 | -4 | -18 | 7
CCCOc1ccc(C(=O)NC(C)C(=O)O)cc1 (stereo not drawn) | 0 | -2 | -2 | -7 | -3 | 12 | 4 | 13 | 4
Cc1ccc(C)c(-n2c(SCC(=O)Nc3nnc(C)s3)nnc2-c2ccoc2C)c1 | 1 | 5 | 2 | 8 | 4 | 1 | 5 | -6 | -5
Cc1ccc(NC(=O)c2sc(Cl)nc2-c2ccccc2)cc1C | 1 | -6 | 6 | -3 | 6 | 7 | -16 | -18 | -10
COc1ccc2[nH]c(=O)c(CN(Cc3ccccc3OC)Cc3nnnn3CC3CCCO3)cc2c1 (stereo not drawn) | 0 | -7 | -7 | -1 | 8 | 12 | 3 | -4 | -7
CC1(C)CC(=O)C2=C(C1)Nc1ccccc1NC2c1nc2ccccc2[nH]1 (stereo not drawn) | -7 | -1 | 2 | -9 | 3 | 0 | -4 | -19 | -6
COc1ccc2c(CC(=O)OCC(=O)NC(=O)c3cccn3C)coc2c1 | -6 | -2 | 5 | 9 | 7 | 1 | 0 | 1 | -10
CCCc1cc(=O)[nH]c(SCC(=O)NC(=O)c2ccccc2)n1 | -1 | -4 | 32* | 3 | -6 | 0 | 10 | 17 | 4
COc1ccc(O)c(/C=N/NC(=O)CSc2nnc(C)n2-c2ccccc2)c1 | -7 | -4 | 5 | -9 | 4 | 2 | 9 | 13 | 1
O=C(NC1C(=O)NNC1c1ccccc1)c1ccc(F)cc1 (stereo not drawn) | -4 | -10 | 1 | 3 | -10 | 2 | 10 | 0 | 12
CNc1nc(C)cc(C)c1S(=O)(=O)c1ccc(C)cc1 | -6 | -4 | 15 | -7 | 16 | 0 | -5 | 10 | -14
CCOc1cc(C2CC(=O)c3c(ccc4ccccc34)N2)ccc1O (stereo not drawn) | 3 | -6 | 13 | 7 | 2 | 5 | 8 | 7 | 0
CC(=O)CSc1nnc(Cc2ccc([N+](=O)[O-])cc2)o1 | -1 | 1 | -2 | -10 | 3 | 4 | 1 | 1 | 0
CC(Oc1ccc(Cl)cc1)c1ccnn1S(=O)(=O)c1ccccc1 (stereo not drawn) | 1 | -7 | 11 | -3 | -6 | 14 | 16 | -3 | 10
O=C(NC(=S)Nc1ccc2c(c1)OCO2)c1ccccc1 | 1 | -4 | 4 | 3 | 1 | 2 | -1 | 10 | 3
COc1ccc(-n2c(C)cc(C(=O)NC3CCCCC3)c2C)cc1 | 7 | -5 | 3 | 3 | 3 | 0 | -3 | 10 | 2
Cc1cc(=O)oc2cc(OCC(=O)Nc3nnc(CC(C)C)s3)ccc12 | 1 | -1 | 11 | -1 | 10 | 10 | -2 | -12 | -14
O=C(c1ccc(Cl)cc1)N1CCC(c2nc(-c3cccs3)no2)CC1 | 5 | -6 | 13 | -3 | 3 | 11 | -4 | -5 | -4
CCOc1cccc(OCCCNCCCOC)c1 | 0 | -9 | 9 | 6 | 0 | 7 | 1 | 26 | -2
CCn1c(=O)c(C(=O)Nc2ccccc2S(N)(=O)=O)c(O)c2ccccc21 | -1 | -4 | 0 | -6 | -7 | -2 | -2 | 3 | 7
Cc1[nH]c2ccc(-c3n[nH]c(=S)n3C)cc2c1C | 16 | -5 | 10 | 9 | -2 | 4 | -10 | 13 | 0
COc1ccc(CC(=O)NC(C)c2nnc(SCC(=O)Nc3nc(C)cs3)n2C)cc1 (stereo not drawn) | -2 | -5 | 10 | -5 | -2 | 0 | -1 | 0 | 3
CCn1c(SCC(=O)N2CCCc3ccccc32)nnc1-c1c[nH]c2ccccc12 | 1 | -7 | -6 | -1 | -1 | 15 | 0 | 0 | 0
O=c1c2ccccc2c(C=Nc2ccc(Cl)cn2)c(O)n1-c1cc(Cl)ccc1N1CCOCC1 | 0 | 1 | 17 | 3 | 5 | 7 | -2 | 0 | -5
CC(C)OCC(O)Cn1c(N2CCCC2)nc2c1c(=O)[nH]c(=O)n2C (stereo not drawn) | 0 | -2 | 0 | 3 | -6 | 2 | -1 | 9 | 5

The closing 2 compounds of the section above come first, to join the parts.
smiles | FAK blocker | S1P2 agonist | PostGolgi ctrl | EphB4 ephrin blk | PTPN22 act | HIV Rev-RRE inh | PostGolgi yeast | S1P2 antag | LYP inh 2
O=c1c2ccccc2c(C=Nc2ccc(Cl)cn2)c(O)n1-c1cc(Cl)ccc1N1CCOCC1 | 0 | 1 | 17 | 3 | 5 | 7 | -2 | 0 | -5
CC(C)OCC(O)Cn1c(N2CCCC2)nc2c1c(=O)[nH]c(=O)n2C (stereo not drawn) | 0 | -2 | 0 | 3 | -6 | 2 | -1 | 9 | 5
O=C(c1ccccc1)c1cccc(NC(=O)C2CC2)c1 | 2 | -3 | 7 | -3 | 0 | 8 | -9 | -5 | 2
CCN(CC)C(=O)Cn1cnc2sc(C(=O)N3CCN(c4ccc(OC)cc4)CC3)c(C)c2c1=O | 0 | -9 | 8 | 2 | -3 | 9 | -4 | 1 | 6
Cc1ccc(C2/C(=C(/O)c3ccc(Br)cc3)C(=O)C(=O)N2Cc2ccco2)o1 (stereo not drawn) | 0 | 1 | 5 | -1 | -5 | 32 | -1 | 0 | 4
O=C(Nc1ccc(/C=C/c2nc3ccccc3o2)cc1)c1c(F)cccc1F | 1 | 5 | 2 | -4 | 1 | 4 | -6 | 5 | -3
Cc1cccc2cc3c(NC(=O)CC(C)C)nn(C)c3nc12 | 6 | -3 | -2 | 4 | -8 | 13 | -7 | 17 | 5
CCN(CC#CCC1(O)c2ccccc2-c2ccccc21)CCO | 2 | -5 | 0 | -6 | 8 | 1 | -3 | -11 | -4
CC(=O)c1cccc(NC(=O)Cc2ccc3c(c2)CCCC3)c1 | 0 | -8 | 6 | 0 | -6 | 12 | -11 | 18 | 10
CCCc1nn(C)c2c1C(c1ccncc1)C(C#N)=C(N)O2 (stereo not drawn) | -2 | -7 | 20 | -7 | 57* | 3 | 0 | 25 | -57
CCn1c(SCC(=O)Nc2nccs2)nnc1-c1ccc(S(=O)(=O)N2CCCCC2)cc1 | -5 | -4 | 2 | -4 | 6 | 9 | 0 | 10 | -9
O=C1CC(c2ccc(F)cc2)Cc2nc(N3CCOCC3)ncc21 (stereo not drawn) | 0 | -5 | 15 | -5 | 6 | 1 | -1 | 1 | -8
O=C(O)CCN1C(=O)C2C3C=CC(C3)C2C1=O (stereo not drawn) | -4 | 0 | 9 | -7 | 9 | 8 | -3 | -34 | -10
COC(=O)c1c(NC(=O)c2ccc(S(=O)(=O)N3CCOCC3)cc2)sc2c1CCN(C)C2 | 0 | -1 | 6 | -5 | 5 | 13 | 2 | -6 | -5
Cc1cc(=O)[nH]c(SCC(=O)Nc2ccc(Br)cn2)n1 | -1 | -1 | 9 | -3 | 20 | -1 | 6 | -2 | -26
Cc1ccccc1-c1nc(CN2CCC(C(=O)N3CCN(c4ccccn4)CC3)CC2)c(C)o1 | 5 | -6 | 2 | -1 | -1 | 7 | -2 | 2 | -2
Cc1cc(C)n(-c2ccc(C(=O)Nc3nnc(C4CC4)s3)cc2)n1 | -7 | -7 | 20 | 0 | 0 | 3 | -9 | 11 | 3

Some of the entries above in a different format.
Results follow in this order: FAK blocker	S1P2 agonist	PostGolgi ctrl	EphB4 ephrin blk	PTPN22 act	HIV Rev-RRE inh	PostGolgi yeast	S1P2 antag	LYP inh 2
> CC(=O)c1cccc(NC(=O)Cc2ccc3c(c2)CCCC3)c1
    0	-8	6	0	-6	12	-11	18	10
> CCCc1nn(C)c2c1C(c1ccncc1)C(C#N)=C(N)O2 (stereo not drawn)
    -2	-7	20	-7	57*	3	0	25	-57
